Source: PubChem
POLH inh: inhibitors of human DNA polymerase eta; Q9Y253; recombinant Pol eta, fluorescent DNA replication assay; Potency, µM (highest dose often 114 µM), inactives show top-dose activity change, negative = inhibition, most hits filed as inhibitors; actives 1.2% (n = 390,000); AID 588591; further: potency means the concentration at half of the fitted maximal effect; on the % scale 0 is the no-effect control and ±100 the full control effect
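Pol eta (10 nM) was preincubated with compounds for 15 min at room temperature, after which fluorescent replication substrate (50 nM final) was added to start the reaction. Fluorescence was read kinetically at 0 and 10 min.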
Pol kappa inh: blocks human DNA polymerase kappa activity; Potency, µM (doses to about 107 µM), for inactives: top-dose activity, negative = inhibition, usual class: inhibitors; actives 0.53% (n = 400,000); purified Pol kappa, fluorescent DNA synthesis assay, 10 min; AID 588579; further: potency means the concentration at half of the fitted maximal effect; on the % scale 0 is the no-effect control and ±100 the full control effect
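Here, compound and 10 nM enzyme are combined for 15 min at room temperature; adding 50 nM substrate (final) starts DNA synthesis, tracked by fluorescence at 0 and 10 min against buffer-only wells.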
LDHA block: blocks human lactate dehydrogenase A | actives 0.15% (n = 480,000) | AID 1347041 | purified LDHA, NADH/diaphorase-resazurin fluorescence; hits give low values | P00338 | activity change, % (values are at about 110 or 230 µM); in the data active means activity change below about -30%; inconclusive means mostly about -25% to -30%;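 further: plate controls were DMSO wells for no effect and wells without enzyme for full effect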
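Human LDH5 (2 nM) was incubated with 0.06 mM NADH and 0.2 mM pyruvate for 5 min at room temperature in Tris pH 7.4. Remaining NADH was coupled through diaphorase/resazurin, and resorufin fluorescence was read at 0 and 20 min.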
APEX1 inh: inhibitors of human APE1 endonuclease; P27695; recombinant APE1, TAMRA/BHQ-2 abasic DNA cleavage fluorescence; Potency, µM (top dose mostly 65.8 µM), without a hit: top-dose activity change, negative = inhibition, actives largely listed as inhibitors; actives 0.35% (n = 350,000);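 further: potency means the concentration at half of the fitted maximal effect; plate controls were vehicle for no effect and reference inhibitor for full effect; nearly all actives have a fitted effect of over 55% in size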
Target sequence (P27695 whole entry, looked up): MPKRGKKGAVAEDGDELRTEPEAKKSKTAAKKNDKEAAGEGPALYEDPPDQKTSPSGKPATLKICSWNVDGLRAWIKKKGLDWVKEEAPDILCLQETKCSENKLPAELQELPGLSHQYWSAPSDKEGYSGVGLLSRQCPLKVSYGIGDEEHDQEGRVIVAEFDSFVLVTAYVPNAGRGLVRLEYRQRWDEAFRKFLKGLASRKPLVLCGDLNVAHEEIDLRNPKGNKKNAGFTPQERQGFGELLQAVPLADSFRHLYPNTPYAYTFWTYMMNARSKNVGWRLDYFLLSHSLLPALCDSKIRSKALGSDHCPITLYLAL
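Readout is kinetic fluorescence (ex 525, em 598 nm) from cleavage of 50 nM TAMRA/BHQ-2 THF abasic duplex by 0.75 nM APE1, compound added 15 min beforehand at RT.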
Pol beta inh: inhibitors of human DNA polymerase beta; Pol beta primer extension/strand displacement, fluorescence kinetic; AID 485314; P06746; Potency, µM (series often up to 114 µM), for the others: at the top dose activity change, negative = inhibition, most hits filed as inhibitors; actives 1.3% (n = 340,000); further: potency means the concentration at half of the fitted maximal effect; on the % scale 0 is the no-effect control and ±100 the full control effect
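Preincubation: enzyme (10 nM) with compound, 15 min, RT. Reaction: substrate added to 50 nM final. Reads: 0 and 10 min. Analysis: normalized, Hill fit.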
POLI inh: inhibitors of human DNA polymerase iota | Q9UNA4 | Pol iota fluorescent replication assay, 10 min | Potency, µM (doses to about 115 µM), inactives show at the top dose activity, negative = inhibition, actives largely listed as inhibitors | actives 1% (n = 390,000) | AID 588590; further: potency means the concentration at half of the fitted maximal effect
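Pol iota at 10 nM preincubated 15 min with compounds at room temperature; reaction started with fluorescent substrate, 50 nM final. Fluorescence read kinetically at 0 and 10 min; buffer-only wells as negative control.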
Apoferritin bind: candidate novel general anesthetic via apoferritin binding; Potency, µM (doses to about 77.5 µM), for inactives: top-dose activity change, negative = displacement, most hits filed as inhibitors; actives 0.074% (n = 350,000); P02791; apoferritin/1-aminoanthracene competitive binding, fluorescence; further: potency means the concentration at half of the fitted maximal effect; on the % scale 0 is the no-effect control and ±100 the full control effect; nearly all actives have a fitted effect of over 20% in size
Target sequence (P02791 2-175 limits assumed): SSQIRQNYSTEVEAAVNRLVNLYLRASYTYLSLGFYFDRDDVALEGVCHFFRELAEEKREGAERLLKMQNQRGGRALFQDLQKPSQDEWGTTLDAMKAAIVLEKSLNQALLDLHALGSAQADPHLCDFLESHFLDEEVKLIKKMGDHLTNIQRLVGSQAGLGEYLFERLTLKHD
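Concentration-response curves derived by four-parameter Hill fitting of normalized fluorescence, where compounds displaced 1-AMA from 10 uM horse apoferritin following a brief 10 min room-temperature incubation; propofol titration acted as positive control.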
Glioma ERSR ind: inducers of ER stress response in human glioma cells | U87-MG GRP78 promoter luciferase reporter, 16 h | actives 0.02% (n = 420,000) | Potency, µM, inactives show at the highest dose activation, usual class: activators; further: potency means the concentration at half of the fitted maximal effect; series mostly up to about 76 µM; % of control where 0% means no effect; nearly all actives have a fitted effect of over 35% in size
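Stably transfected U87-MG glioma cells carrying a GRP78-based luciferase sensor; 16 h compound incubation. Luminescence end-point read 10 min after Bright-Glo addition at room temperature.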
BLM inh: Bloom syndrome helicase (human) inhibition. recombinant BLM DNA unwinding, fluorescence dequenching. Potency, µM (highest dose often 56.1 µM), inactives show top-dose activity change, negative = inhibition, usual class: inhibitors. actives 0.2% (n = 350,000). P54132;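 further: potency means the concentration at half of the fitted maximal effect; plate controls were vehicle for no effect and no enzyme for full effect; nearly all actives have a fitted effect of over 35% in size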
* hit, by the source's call; ? = inconclusive; . = not tested or not shown; & = joins results of further samples; [ ] = dose if it differs, or a comment. Unless noted, the call rests on the fitted dose curve; in most records, active means well fitted curve in the direction sought with a large enough effect; inconclusive means small, poorly fitted or top-dose-only effect, or another doubt; inactive means no such curve, though single readings can be large; an effect the other way counts as inactive or inconclusive. This is a subset; rates above refer to the full screens.

The line under a structure holds: POLH inh | Pol kappa inh | LDHA block | APEX1 inh | Pol beta inh | POLI inh | Apoferritin bind | Glioma ERSR ind | BLM inh
- CCOC(=O)c1c(C)[nH]c(C2=NNC(=Nc3ccccc3)SC2)c1C
 : -9% | -4% | 3 | 3% | -2%[57.1 µM] | 26% | -18% | 3% | -23%
- COC(=O)c1ccc(OCC2c3cc(OC)c(OC)cc3CCN2C(=O)c2ccccc2C)cc1 (stereo unspecified)
 : ? | -8%[60.1 µM] | 3 | . | -9% | 41%[activator] | -5% | 0% | -7%
- N#CCCN(C(=O)Nc1ccccc1)C1CCCCC1
 : -10% | 3% | -3 | . | . | 41%[activator] | . | -6% | .
- Cc1ccc(NC(=S)N2CCN(S(=O)(=O)c3ccccc3)CC2)cc1
 : -20% | 3% | -5 | 8% | 37% | 7% | -11% | -1% | -2%
- C=CCSC1=C(C#N)C(c2cccc(OC)c2)CC(=O)N1 (stereo unspecified)
 : -16% | -3% | 1 | 3% | -2% | -9% | -2% | -7% | -1%
- NC(=O)c1ccc(NC(=O)CSc2nnc(C3CCCCC3)n2N)cc1
 : 2% | -6% | -5 | -4% | 24% | -16% | -2% | -1% | -2%
- COc1cc2c(cc1OC)C(C)N(S(=O)(=O)c1ccc(Cl)nc1)CC2 (stereo unspecified)
 : 4% | -6% | -11 | 46%[activator] | 6% | -18% | -1% | -5% | -2%
- OC1(c2cccs2)CN(c2ccccc2)C2=[N+]1CCCC2 (stereo unspecified)
 : -19% | -4% | 1 | -1% | 15% | 93%[activator] | -6% | -4% | -4%
- CCn1cc(C(=O)NCCc2ccc(Cl)cc2)c(=O)c2ccc(C)nc21
 : 0% | -18% | 2 | -9% | 0% | -19% | 7% | -4% | -8%
- CCn1cc(C(=O)NCc2ccc3c(c2)OCO3)c(=O)c2cc(F)c(N3CCN(C(=O)c4ccco4)CC3)cc21
 : ? | -2% | 3 | -2% | ? | -13% | -17% | -3% | -6%

Arranged by value in APEX1 inh (rising): some entries from above
SMILES,POLH inh,Pol kappa inh,LDHA block,APEX1 inh,POLI inh,Glioma ERSR ind,BLM inh
CCn1cc(C(=O)NCCc2ccc(Cl)cc2)c(=O)c2ccc(C)nc21,0%,-18%,2,-9%,-19%,-4%,-8%
CCn1cc(C(=O)NCc2ccc3c(c2)OCO3)c(=O)c2cc(F)c(N3CCN(C(=O)c4ccco4)CC3)cc21,?,-2%,3,-2%,-13%,-3%,-6%
OC1(c2cccs2)CN(c2ccccc2)C2=[N+]1CCCC2 (stereo unspecified),-19%,-4%,1,-1%,93%[activator],-4%,-4%
CCOC(=O)c1c(C)[nH]c(C2=NNC(=Nc3ccccc3)SC2)c1C,-9%,-4%,3,3%,26%,3%,-23%

(list continues)
The line under a structure holds: POLH inh | Pol kappa inh | LDHA block | APEX1 inh | Pol beta inh | POLI inh | Apoferritin bind | Glioma ERSR ind | BLM inh
- Cc1cc(C)c(NC(=O)COC(=O)c2ccc([N+](=O)[O-])s2)c(C)c1
 : -13% | -18% | -2 | 0% | -6% | 27% | 7% | -1% | 0%
- Cc1ccccc1N1CCN(CCCOc2ccc3c(C)cc(=O)oc3c2)CC1
 : 2% | -22% | 0 | 10% | 4% | 23% | -22% | 0% | -2%
- O=C(Cc1ccc(F)cc1)NC1CCCC1
 : 1% | -19% | -4 | 0% | 11% | 17% | -7% | -2% | 0%
- CCN(C(=S)NC(=O)c1ccco1)c1cccc2ccccc12
 : -15% | 6% | 8 | 23% | . | -24% | . | 1% | .
- COc1cccc(NC(=O)CN2C(=O)COc3ccc(S(=O)(=O)N4CCCCCC4)cc32)c1
 : -18%&-19% | 6%&-13% | 5&-2 | 36% | ? | -4%&4% | -10%&-6% | -3%&3% | -4%&-4%
- COc1ccc(OC)c(Nc2cc(C)nc3nc(C)nn23)c1
 : 0% | 5% | 3 | -2% | -23% | 36%[activator] | 1% | -2% | -1%
- N/C(=N\OC(=O)COc1ccc(Br)cc1Cl)c1cccnc1
 : -2% | -8% | -8 | 1% | 16% | 24% | -13% | ? | -1%
- NC(=O)c1cc(-c2ccccc2)sc1NC(=O)CN1CCCCC1
 : -19% | 2% | 3 | ? | 0% | 18% | -9% | 0% | -1%
- COc1ccccc1C(=O)Nc1ccc(Br)c2cccnc12
 : 9% | 6% | 3 | 9% | 6% | 38%[activator] | -6% | 1% | -3%
- CC(C(=O)c1c[nH]c(C(=O)N=CN(C)C)c1)c1ncc(C(F)(F)F)cc1Cl (stereo unspecified)
 : -3% | -13% | -10 | ? | -3% | 11% | -2% | -7% | -1%

Full records, quoted from the list.
O=C(Cc1ccc(F)cc1)NC1CCCC1 across the screens: POLH inh = 1%; Pol kappa inh = -19%; LDHA block = -4; APEX1 inh = 0%; Pol beta inh = 11%; POLI inh = 17%; Apoferritin bind = -7%; Glioma ERSR ind = -2%; BLM inh = 0%
NC(=O)c1cc(-c2ccccc2)sc1NC(=O)CN1CCCCC1 across the screens: POLH inh = -19%; Pol kappa inh = 2%; LDHA block = 3; APEX1 inh = ?; Pol beta inh = 0%; POLI inh = 18%; Apoferritin bind = -9%; Glioma ERSR ind = 0%; BLM inh = -1%

The list continues.
The line under a structure holds: POLH inh | Pol kappa inh | LDHA block | APEX1 inh | Pol beta inh | POLI inh | Apoferritin bind | Glioma ERSR ind | BLM inh
- Cc1ncc([N+](=O)[O-])n1CC(=O)Nc1ccc(F)c(F)c1
 : -9% | 7% | 0 | 20% | -3% | 14% | -2% | -2% | -4%
- COc1ccc(CC(=O)Nc2cccc(S(=O)(=O)N3CCCCC3)c2)cc1
 : -13% | -3% | -1 | 22% | . | 20% | . | -4% | .
- CCCNC(=O)NS(=O)(=O)c1ccc(Cl)cc1
 : -11% | -4%[60.1 µM] | 0 | 3% | 5% | -4% | 4% | -4%&-2%&-5%&-2%&-2% | -9%
- COc1ccc(/C=C2\SC(=O)N(CCC(=O)N3CCCCC3)C2=O)cc1OC
 : 4% | -11% | -1 | -21% | 43% | 1% | -17% | -1% | -7%
- COc1ccc(CCNC(=O)c2cccc(S(=O)(=O)N3CCc4ccccc4C3)c2)cc1
 : 3% | 0% | -12 | -13% | . | -2% | . | -3% | .
- C[C@]12C(=O)N(c3cccc(Cl)c3)C(=O)N1[C@H]1c3ccccc3OC[C@@H]1[C@H]2c1ccccc1
 : -4% | -7% | -4 | -3% | 23% | -4% | -2% | 0% | -11%
- CCCn1c(SCC(=O)Nc2ccc3c(c2)OCO3)nc2c1c(=O)n(C)c(=O)n2C
 : 0% | -4% | -12 | 2% | 0% | 12% | -6% | 1% | 1%
- CC(C)(C)NC(=O)NC(=O)COc1ccc(Br)cc1Br
 : -25% | -19% | -4 | 10% | 1% | 14% | -14% | -7% | -13%
- CC1CCCC(C)N1C(=O)COC(=O)c1cc(Br)ccc1Cl (stereo unspecified)
 : -10% | -3% | -1 | -8% | 5% | -4% | ? | -1% | -4%
- CCOc1ccc(Br)cc1C(=O)N/N=C/c1cccc(C)n1
 : -9% | -4% | -3 | -5% | 37% | -19% | 5% | -5% | -1%
- COc1cccc(-c2nnn(CC(=O)NC3CCCC3)n2)c1OC
 : -7% | -10% | -13 | 4% | 12% | 12% | -9% | -1% | -1%
- CCOc1ccc(C(=O)OCC(=O)NCc2ccccc2)cc1OCC
 : -5% | -17% | -8 | 5% | . | 37%[activator] | . | -4% | .
- CSc1nc2ncc(C(=O)O)c(N)n2n1
 : -10% | -1% | -6 | -4% | 7% | 85%[activator] | 0% | 0% | -2%
- O=C(N/C(=C\c1cccs1)C(=O)N1CCCCCC1)c1ccccc1
 : 11% | -3% | 3 | 4% | -7% | 0% | -12% | -3% | 1%
- CC(C)(C)OC(=O)N1Cc2ccccc2C[C@H]1C(=O)N1CCC[C@H]1C(=O)O
 : -5% | -10% | -2 | 68%[activator] | 22% | 36%[activator] | 0% | -6% | -4%
- COc1ccc(C)cc1N(CC(=O)N1CCc2ccccc2C1)S(C)(=O)=O
 : -3% | 0% | -11 | 9% | 1% | -3% | -11% | -5% | -9%
- CC(OC(=O)C1CCCCC1)C(=O)Nc1cccc([N+](=O)[O-])c1 (stereo unspecified)
 : -20% | -4% | -6 | -1% | . | 36%[activator] | . | -3% | .
- CN(C)C(CNC(C(=O)Nc1ccc([N+](=O)[O-])cc1Br)c1ccccc1)c1ccccc1 (stereo unspecified)
 : -11% | 0% | -23 | -5% | 19% | 56%[activator] | ? | -10% | 1%
- O=C(Cc1cn2ccsc2n1)Nc1nc2c(s1)CN(Cc1ccccc1)CC2
 : 5% | -14% | 0 | 8% | 36% | ? | -11% | -1% | -4%
- COc1cccc(C(=O)N2CCN(S(=O)(=O)Cc3ccccc3)CC2)c1OC
 : 3% | -14% | -10 | -2% | -14% | 10% | -2% | -3% | -3%
- CCCCCCNC(=O)CC(NS(=O)(=O)c1ccc(OC)cc1)C(C)C (stereo unspecified)
 : -9% | -2% | 0 | 8% | 50% | 17% | -9% | -3% | 4%
- O=S(=O)(NC1CC1)c1ccc(S(=O)(=O)N(Cc2ccccn2)C2CCCC2)cc1
 : -3% | -2% | -2 | 15% | 10% | -11% | -16% | -2% | -3%
- O=C(CNC(=O)c1ccco1)OCc1ccccc1Cl
 : -5% | 0% | -13 | -16% | . | 16% | . | -4% | .
- COc1cccc(-c2ccc(NC(=O)C3CCCN(Cc4nccn4C)C3)cc2)c1 (stereo unspecified)
 : -16% | -2% | 7 | -6% | 20% | -7% | -19% | 6% | -8%
- CN(Cc1nccn1C)C(=O)c1ccc(OC2CCN(CCc3ccccc3)CC2)cc1
 : -8% | -16% | -4 | 23% | 11% | 22% | -9% | -6% | -3%
- CN(CC(=O)Nc1ccc(N2CCOCC2)cc1)C(=O)CSc1ccccc1F
 : -10% | 4% | 1 | 26% | . | 28% | . | 0% | .
